Compound activity: PubChem BioAssay, National Center for Advancing Translational Sciences (NCATS)
KAT2A inh = GCN5L2 (KAT2A) acetyltransferase inhibition; GCN5L2 HAT assay, ThioGlo1 CoA-SH fluorescence; Potency, µM (highest dose often 58.9 µM), for the others: at the top dose activity change, negative = inhibition, most hits filed as inhibitors; hit rate 0.21% among 390,000; AID 504327
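GCN5L2 (20nM final) in 50mM HEPES, 0.1mM EDTA pH 7.5, 0.01% Tween-20 was preincubated 15 min at room temperature with compound, then given ThioGlo1 (50uM), H3(1-25) peptide (75uM) and acetyl-CoA (70uM); CoA-thiol fluorescence (Ex340/Em540) was read at 0 and 20 min.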
TDP1 cell CPT = DT40-hTDP1 cell growth loss with CPT. chicken DT40 Tdp1-/-;hTDP1 cells + 20 nM CPT, ATP luminescence, 48 h. Potency, µM (doses to about 46.2 µM), inactives show top-dose activity change, negative = growth inhibition, most hits filed as inhibitors. hit rate 12% among 420,000; also: nearly all actives have a fitted effect of over 55% in size
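Cell growth measured by CellTiter-Glo luminescence after a minimum 48 h, 37 C compound exposure with 20 nM CPT in Tdp1-knockout DT40 cells stably expressing hTDP1, seeded 400/well; qHTS titration format.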
FEN1 inhibitor = human FEN1 inhibition | P39748 | Recombinant FEN1 flap cleavage, fluorescence, 15 min | Potency, µM (titrated, usually from 114 µM), without a hit: at the top dose activity change, negative = inhibition, most hits filed as inhibitors | hit rate 0.35% among 390,000 | AID 588795; also: nearly all actives have a fitted effect of over 65% in size
Target sequence (P39748 whole entry, looked up): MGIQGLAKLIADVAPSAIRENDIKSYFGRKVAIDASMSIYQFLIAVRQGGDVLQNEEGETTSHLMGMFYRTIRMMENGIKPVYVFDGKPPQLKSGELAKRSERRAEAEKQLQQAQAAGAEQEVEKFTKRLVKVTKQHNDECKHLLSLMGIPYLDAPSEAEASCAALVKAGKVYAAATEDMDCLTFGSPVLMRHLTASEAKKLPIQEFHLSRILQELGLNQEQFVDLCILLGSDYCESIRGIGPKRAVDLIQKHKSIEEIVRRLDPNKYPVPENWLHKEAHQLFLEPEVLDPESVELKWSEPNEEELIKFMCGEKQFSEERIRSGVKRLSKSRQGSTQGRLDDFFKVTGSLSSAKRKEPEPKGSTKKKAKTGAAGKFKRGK
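Read-out was taken twice, immediately and after 15 min, following addition of 50 nM substrate to 10 nM FEN1 that had sat with test compound for 15 min at room temperature. Curves came from a four-parameter Hill model.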
An asterisk follows results filed as active; ? = inconclusive; . = no result given; & = joins results of further samples; [ ] = dose if it differs, or a comment. Calls follow the shape of the dose curve; as a rule, active = well fitted curve in the direction sought with a large enough effect; inconclusive = small, poorly fitted or top-dose-only effect, or another doubt; inactive = no such curve, though single readings can be large; an effect the other way counts as inactive or inconclusive. % is scaled to controls: 0 for no effect and ±100 for the full control effect; potency is read from the fitted curve at half-maximal effect. Not all compounds are listed; count on the stated rates, not on these rows.

SMILES | KAT2A inh | TDP1 cell CPT | FEN1 inhibitor
CCN(CC)CCCNC(=O)C(C)n1nc(C)c2sc3ccccc3c2c1=O (stereo unspecified) | -13% | 11% | -9%
O=C(c1ccc(S(=O)(=O)NCc2ccco2)cc1)N1CCN(c2ccc(F)cc2)CC1 | -1% | ? | -12%
Cc1cccn2c(=O)c(/C=C(\C#N)c3nc4ccccc4n3C)c(Oc3ccc(Br)cc3)nc12 | -10% | 10µM* | ?
Cc1ccccc1-c1cn(-c2ccccc2)c(=S)[nH]1 | -2% | ? | -13%
CC(=O)c1ccc(NC(=O)/C(Cl)=C/c2ccccc2)cc1 | 0% | 5% | -13%
CCN(Cc1ccccc1)S(=O)(=O)c1ccc(F)c(C(=O)Nc2ccc(C(C)C)cc2)c1 | -19% | 15µM* | 1%
O=C(COC(=O)c1ccccc1[N+](=O)[O-])c1ccc2c(c1)OCO2 | -2% | -5% | -6%
O=C(Nc1cccc(Br)c1)c1cccc(OC(=S)N2CCOCC2)c1 | -15% | ? | -13%
Cc1ccc(C2C=C(c3ccc(F)cc3)Nc3nc(CCCO)nn32)cc1 (stereo unspecified) | -11% | ? | 15%
CC(C)C[C@@H](CN)NC(=O)c1nc[nH]c1C(=O)N[C@@H](C)C(=O)CNC[C@H](C)NC(=O)c1nc[nH]c1C(=O)N[C@@H](Cc1ccccc1)C(=O)O | . | -8% | 2%
CC1CCCCN1C(=O)C1CCCN(S(=O)(=O)c2cccc3nsnc23)C1 (stereo unspecified) | -2% | ? | -8%
O=C(Nc1nc2ccccc2s1)c1cnccn1 | -3% | ? | 7%
COc1ccc(-n2c(C)cc(C(=O)CN3C(=O)NC4(CCc5ccccc54)C3=O)c2C)cc1 (stereo unspecified) | -10% | 15µM* | -11%
COCCN(C(=O)Cc1csc(-c2cccc(Cl)c2)n1)c1c(N)n(Cc2ccccc2)c(=O)[nH]c1=O | . | -14% | 38%[activator]
COc1ccccc1-c1nc(-c2ccccc2)[nH]c(=O)c1C#N | -4% | -8% | -22%
CCC(=O)NCCc1nc2cc(NC(=O)c3cccc([N+](=O)[O-])c3)ccc2n1C | -19% | 1% | 5%
CC(C)c1cccc(-c2ccc3c(c2)S(=O)(=O)c2cccc(C(=O)NCc4ccco4)c2C3=O)c1 | ? | ? | 0%
C=CCn1c(SCC(C)=O)nc2scc(-c3ccco3)c2c1=O | ? | ? | ?
O=C1CN(C(=O)c2ccc(Br)o2)C(c2ccc(F)cc2)c2cc(Cl)ccc2N1 (stereo unspecified) | -7% | 16µM* | 0%
COc1ccc(C(=O)OC(C)CN2CCN(C)CC2)cc1 (stereo unspecified) | -16% | -3% | 9%
O=[N+]([O-])c1c(NCCO)cc(N2CCCCCC2)c2nonc12 | -6% | 7% | -16%
Cc1cc(C)n(-c2ccc(C(=O)OCC(=O)NCc3ccc(F)cc3)cc2)n1 | 27% | 13% | 0%
O=C(CN1CCN(S(=O)(=O)N2CCCCC2)CC1)Nc1cc(Cl)cc(Cl)c1 | -10% | -25% | -9%
Cc1ccc(S(=O)(=O)N(CC(=O)NCCSc2ccccn2)c2ccc(C)c(C)c2)cc1 | -7% | ? | -13%
O=C(OCC(=O)N1CCOCC1)c1ccc(Br)cc1 | -7% | 12% | 0%

Part of the list above, as tab-separated lines:
molecule	KAT2A inh	TDP1 cell CPT	FEN1 inhibitor
Cc1cc(C)n(-c2ccc(C(=O)OCC(=O)NCc3ccc(F)cc3)cc2)n1	27%	13%	0%
Cc1ccc(C2C=C(c3ccc(F)cc3)Nc3nc(CCCO)nn32)cc1 (stereo unspecified)	-11%	?	15%
O=[N+]([O-])c1c(NCCO)cc(N2CCCCCC2)c2nonc12	-6%	7%	-16%
CC(C)c1cccc(-c2ccc3c(c2)S(=O)(=O)c2cccc(C(=O)NCc4ccco4)c2C3=O)c1	?	?	0%
COc1ccc(-n2c(C)cc(C(=O)CN3C(=O)NC4(CCc5ccccc54)C3=O)c2C)cc1 (stereo unspecified)	-10%	15µM*	-11%
Cc1ccc(S(=O)(=O)N(CC(=O)NCCSc2ccccn2)c2ccc(C)c(C)c2)cc1	-7%	?	-13%

(continued)
SMILES | KAT2A inh | TDP1 cell CPT | FEN1 inhibitor
O=C(Nc1ccccc1F)c1oc2ccccc2c1NC(=O)C1CC1 | 3% | -26% | 19%
CC(C)(C)NC(=O)CN(C(=O)CCC(=O)Nc1nccs1)c1ccc(F)cc1 | 1% | 15% | -3%
Cc1nc2ccc(S(=O)(=O)N(C)CC(=O)Nc3ccccc3F)cc2s1 | -5% | -18% | 23%
O=C(NNS(=O)(=O)c1ccc2ccccc2c1)c1cccs1 | 1% | -21% | 13%
Cc1ccc(C(=O)N/N=C\c2cccs2)cn1 | -2% | -7% | 4%
CN(C)CCOC(=O)NCC12CC3CC(CC(C3)C1)C2 | -4% | -7% | 1%
O=C1C=C(c2cccnc2)CCC1 | . | 0% | 19%
O=C(COc1ccccc1)NC1CCSc2ccccc21 (stereo unspecified) | -2% | -28% | -4%
Cc1c(NC(=O)OCCNC(=O)COc2ccc(Cl)cc2Cl)sc(=S)n1C | 25% | ? | -7%
Cc1cc(COc2ccccc2OCCN2CCN(C)CC2)no1 | 1% | -10% | 3%
CC(=O)N1CCCc2cc(S(=O)(=O)N3CCCC(C(=O)Nc4ccc(C)c(C)c4)C3)ccc21 (stereo unspecified) | -3% | -17% | 9%
O=C(CN1C(=O)COc2ccccc21)NCCN1CCOCC1 | -2% | 12% | 11%
O=C(NN1C(=O)C2C3CCC(O3)C2C1=O)c1ccc(Cl)cc1 (stereo unspecified) | -5% | -1% | -3%
O=C(CSc1nnnn1-c1cccnc1)Nc1ccc(F)cc1F | -3% | -7% | -1%
COc1ccc(NC(=O)c2ccc(-c3ccccc3C(F)(F)F)o2)cc1 | -7% | ? | ?
CC(=O)c1cccc(OCC(O)CN2CCN(S(=O)(=O)c3c(F)cccc3F)CC2)c1 (stereo unspecified) | -3% | ? | -2%
COc1ccc(-n2c(C)cc(C(=O)COC(=O)c3cc(OC)c(OC)cc3NC(=O)c3cccs3)c2C)cc1 | -5% | ? | 1%
Cc1ccccc1N=C1SCC(=O)N1Cc1ccccc1 | -5% | -2% | -16%
COc1cccc(C(=O)NCC(c2ccc(N(C)C)cc2)N2CCOCC2)c1OC (stereo unspecified) | 2% | 15µM* | 7%
COc1cc(OC)cc(C(=O)N[C@H](C(=O)OCC(=O)Nc2ccc(F)c(F)c2F)C(C)C)c1 | -13% | -10% | 2%
COc1cc(=O)[nH]c(=O)n1C(=O)Cc1ccccc1 | 0% | 13µM* | -2%
COCC(C)n1c(C)cc(C(=O)CSc2ccc(NC(C)=O)cc2)c1C (stereo unspecified) | 0% | ? | 15%
COc1ccc(NC(=O)COc2coc(CN3CCc4ccccc43)cc2=O)cc1 | -5% | -20% | 4%
CCOC(=O)c1c(NC(=O)c2cccnc2)sc(C(C)=O)c1C | 1% | ? | -9%
COc1cc(/C=C/C(=O)OCC(=O)NCc2ccco2)ccc1OC(F)F | -2% | 5% | -1%
More results follow.
SMILES | KAT2A inh | TDP1 cell CPT | FEN1 inhibitor
COc1ccc(/C=C/CN2CCCC(C(=O)c3ccc(OC)c(F)c3)C2)cc1 (stereo unspecified) | -8% | ? | -12%
COc1ccc(C2C(C#N)=C(N)Oc3c2oc(CO)cc3=O)c(OC)c1OC (stereo unspecified) | 0% | 0% | 2%
c1cnc(N2CC[N+]3(CCCC3)CC2)nc1 | -2% | 2% | 2%
CCn1nc(C)c(CCC(=O)O)c1C | 3% | -7% | 7%
Cc1cccn2c(=O)c(C(=O)NC(C)c3ccccc3)c(O)nc12 (stereo unspecified) | -9% | 18µM* | 6%
CN1CCN(c2ccccc2NC(=O)C(Cc2ccccc2)n2cccc2)CC1 (stereo unspecified) | 1% | 26µM* | -18%
Cc1n[nH]c(=S)n1/N=C/c1ccc(-c2ccc(Cl)cc2)o1 | . | 2% | -1%
CCCCSCCCNC(=O)C1CCC(CNS(=O)(=O)c2ccc(NC(C)=O)cc2)CC1 (stereo unspecified) | ? | -22% | -2%
COc1cc(/C=N/NC(=O)c2csc3c2CCCC3)cc(OC)c1O | -1% | ? | 2%
Cc1ccc(C(=S)N2CCN(Cc3ccccc3)CC2)cc1 | -6% | 4% | 9%
O=C(NC1CCCCCC1)c1ccccc1-c1ccccc1 | -1% | ? | -11%
O=C(O)C=C1CCN(c2ncc(C(F)(F)F)cc2Cl)CC1 | -9% | -20% | -2%
C/C(=N\Nc1cccc([N+](=O)[O-])c1)c1cc2ccccc2o1 | -17% | -7% | 3%
CC(OC(=O)c1nsc(Cl)c1Cl)C(=O)NCc1cccs1 (stereo unspecified) | -7% | 15% | -5%
COCCNC(=O)c1onc(CSc2ccc(F)c(F)c2)c1C(=O)NCCOC | . | ? | -3%
Cc1cccc(NC(=O)CN2C(=O)COc3ccc(S(=O)(=O)Nc4ccccc4)cc32)c1C | -1% | -22% | 13%
C=CCOC(=O)C1=C(C)NC(=S)C(C#N)(CC=C)C1c1ccccc1Cl (stereo unspecified) | -8% | ? | 7%
CN(C)CCOC(=O)c1ccc(COc2ccccc2Br)o1 | -21% | 19% | 16%
COc1ccccc1-c1nc(SCC(=O)Nc2ccccc2F)n[nH]1 | -3% | ? | 6%
Cc1cc(OCC(=O)OCC(=O)NCc2cccs2)ccc1Cl | 1% | -7% | 7%
CN(C)c1ccc(/C=N/N2C(=O)c3ccccc3C2=O)cc1 | -25% | -12% | 16%
Cc1cc2[nH]c(=O)c(=O)[nH]c2cc1S(=O)(=O)N1CCN(c2cccc(C(F)(F)F)c2)CC1 | -6%&-11% | -9%&23% | 19%&22%
CC(C)Cc1nnc(NC(=O)C2=COCCO2)s1 | -7% | -8% | 3%
O=C(Cn1ncc2c1-c1ccccc1OC2)Nc1ccc(S(=O)(=O)N2CCCCC2)cc1 | -8% | ? | 1%
OCC(CO)(CO)N=Cc1c(O)ccc2ccccc12 | -5% | ? | -10%

Four compounds from above, sorted by molar mass, descending:
SMILES | KAT2A inh | TDP1 cell CPT | FEN1 inhibitor
O=C1CN(C(=O)c2ccc(Br)o2)C(c2ccc(F)cc2)c2cc(Cl)ccc2N1 (stereo unspecified) | -7% | 16µM* | 0%
CN(C)CCOC(=O)c1ccc(COc2ccccc2Br)o1 | -21% | 19% | 16%
O=[N+]([O-])c1c(NCCO)cc(N2CCCCCC2)c2nonc12 | -6% | 7% | -16%
O=C(CN1C(=O)COc2ccccc21)NCCN1CCOCC1 | -2% | 12% | 11%

The listing picks up, repeating the four entries before the break.
SMILES | KAT2A inh | TDP1 cell CPT | FEN1 inhibitor
Cc1cc2[nH]c(=O)c(=O)[nH]c2cc1S(=O)(=O)N1CCN(c2cccc(C(F)(F)F)c2)CC1 | -6%&-11% | -9%&23% | 19%&22%
CC(C)Cc1nnc(NC(=O)C2=COCCO2)s1 | -7% | -8% | 3%
O=C(Cn1ncc2c1-c1ccccc1OC2)Nc1ccc(S(=O)(=O)N2CCCCC2)cc1 | -8% | ? | 1%
OCC(CO)(CO)N=Cc1c(O)ccc2ccccc12 | -5% | ? | -10%
CC1CCN(c2cc(N3CCOCC3)c(F)cc2[N+](=O)[O-])CC1 | 6% | -17% | -1%
O=C(CCN1CCCC1=O)NC1CCCc2c1cnn2-c1ccc(F)cc1F (stereo unspecified) | 3% | -10% | 11%
Cc1ccc(C)c(NC(=O)COC(=O)CCc2ccc(S(=O)(=O)N3CCOCC3)cc2)c1 | -3% | 0% | 15%
CCc1ccc(C(=O)N2CCN(S(=O)(=O)c3sc(C(=O)O)c(C)c3C(=O)O)CC2)cc1 | 4% | -12% | 1%
NC(=O)C1(N2CCCCC2)CCN(S(=O)(=O)c2ccc(Cl)s2)CC1 | -3% | ? | 17%
CN1C[C@@H]2[C@@H]3C(=O)N(Cc4ccccc4)C(=O)[C@@H]3[C@](C)(C1=O)N2C(=O)c1ccccc1 | . | 7% | 18%
O=S(=O)(Nc1ncccn1)c1ccc(NC(=S)NCc2cccnc2)cc1 | -1% | 8% | 0%
CC(OC(=O)c1nn(C(C)C)c(=O)c2ccccc12)C(=O)Nc1ncc(Cl)cc1Cl (stereo unspecified) | 21% | ? | -5%
O=S(Cc1ccccc1)CC(O)(c1ccc(Cl)cc1)c1ccc(Cl)cc1 (stereo unspecified) | 18% | ? | -1%
CCN(CC)C(=S)SCc1csc(CC(=O)Nc2ccccc2C)n1 | -6% | ? | -15%
CCn1cc(-c2csc(N)n2)c(C)n1 | -8% | 2% | 0%
